Source: PubChem BioAssay (several laboratories)
MBD2 inh: MBD2-methylated oligo binding inhibition | 0.31% of 370,000 active | TR-FRET, MBD2 binding to methylated oligonucleotide | inhibition, % at 4.4 µM; in the data active means inhibition above about 13%
Target sequence (Q9UBB5 whole entry, looked up): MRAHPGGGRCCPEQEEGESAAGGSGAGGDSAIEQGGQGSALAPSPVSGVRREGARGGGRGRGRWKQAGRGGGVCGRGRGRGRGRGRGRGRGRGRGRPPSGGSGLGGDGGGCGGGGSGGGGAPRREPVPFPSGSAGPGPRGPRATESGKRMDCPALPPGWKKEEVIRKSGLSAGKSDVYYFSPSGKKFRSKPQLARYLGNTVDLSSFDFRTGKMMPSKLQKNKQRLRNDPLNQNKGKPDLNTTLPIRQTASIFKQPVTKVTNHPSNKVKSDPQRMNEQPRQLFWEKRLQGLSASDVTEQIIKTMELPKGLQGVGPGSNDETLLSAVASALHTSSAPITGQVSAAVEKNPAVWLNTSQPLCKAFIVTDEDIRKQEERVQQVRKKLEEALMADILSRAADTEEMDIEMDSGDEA
mABHD4 FP: ABHD4 (mouse) inhibition, primary FP screen. Q8VD66. purified mABHD4, FP-Rh probe fluorescence polarization. inhibition, % at 8.92 µM. 0.54% of 370,000 active. AID 720543;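 active means inhibition exceeding the mean over every tested compound plus 3 SD, cut at about 30% in these data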;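 further: 0% = plate median of compound wells and 100% = S159A mutant with DMSO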
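Assay system: Wild-type mouse ABHD4 protein | Medium: HEPES pH 7.0 buffer, 150 mM NaCl, 0.01% Pluronic F-127 | Incubation: Enzyme–compound pre-incubation 45 min, then probe 60 min, both 25 °C | Technique: Fluorescence polarization with parallel and perpendicular emission, 525/598 nm | Evaluation: % inhibition of FP-Rh probe binding versus controls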
TCR-CD3 inh: human TCR-CD3 binding inhibition. inhibition, % at 9.4 µM. 0.37% of 360,000 active. TAMRA-labeled TCR probe fluorescence, biochemical; in the data active means inhibition above about 19%;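 further: recombinant mutant TCR 2C K166C tagged with TAMRA read by polarization; 0% = receptor in buffer alone and 100% = receptor with positive control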
HTRA1 inh: blocks human HTRA1 serine peptidase; AID 504803; recombinant HTRA1, FP-rhodamine activity-based probe, fluorescence polarization; inhibition, % at 5.96 µM; 0.5% of 340,000 active; in the data active means inhibition above about 36%;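 further: 0% = enzyme with DMSO and 100% = wells lacking enzyme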
PRMT1 inh: inhibitors of human PRMT1. Q99873. recombinant PRMT1, activity-based probe fluorescence polarization. inhibition, % at 2.79 µM. 1.3% of 370,000 active. AID 652257;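 active means inhibition above about 21% made by adding two undisclosed values, limit read from the data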
LEDGF integ inh: blocks HIV-1 LEDGF/p75-dependent DNA integration; TR-FRET IN-LEDGF/p75 DNA integration, Eu/Cy5; inhibition, % at 3.7 µM; 0.64% of 370,000 active; AID 743269;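 active means inhibition above the screen-wide mean plus 3 SD, cut at about 13% in these data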;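 further: signal is the Cy5 over europium emission ratio at 671 and 618 nm; 0% = plate median of compound wells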
GC-B act: GC-B (human) receptor activation; P20594; HEK293-GC-B cells, CNP EC30, cGMP TR-FRET; 0% at EC30 CNP, 100% saturating CNP; activation, % at 10 µM; 0.11% of 370,000 active; AID 1920062;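 active means activation at 10 µM reaching about 35% in either raw or pattern-adjusted values, limit read from the data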
rCAG RNA binder: binds r(CAG) RNA repeats | r(CAG) RNA repeat, TO-PRO-1 dye displacement fluorescence | inhibition, % at 3 µM | 1.3% of 370,000 active | AID 651821;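 active means inhibition above the plate cutoff, the mean of all test compounds on that plate plus 3 SD, cut at about 35% in these data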;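 further: 0% = DMSO alone and 100% = 100 µM mitoxantrone as full dye displacement; higher means more dye released from RNA so lower well fluorescence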
TDP2 inh: blocks human TDP2 phosphodiesterase activity. O95551. recombinant TDP2, T5PNP hydrolysis, p-nitrophenol absorbance 415 nm. inhibition, % at 12.8 µM. 0.34% of 370,000 active. AID 720702;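 active means inhibition above the mean of all tested compounds plus 3 SD, set per campaign, cut at about 25% in these data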;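 further: 0% = DMSO with enzyme and 100% = buffer with substrate but no TDP2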
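System – recombinant human TDP2 · Quantity – TDP2 enzyme at 120 nM final · Doses – single concentration, 12.8 µM nominal, with 1% DMSO · Incubation – 2 h at 37 °C · Measured by – epi absorbance of p-nitrophenol freed from T5PNP by hydrolysis · Read-out – % inhibition relative to enzyme-containing and enzyme-free wells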
SIAE primary: blocks human sialic acid acetylesterase; 0.69% of 370,000 active; inhibition, % at 9.66 µM; SIAE FP-Rh probe binding, fluorescence polarization; Q9HAT2;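 active means inhibition above a cutoff: mean of compounds within the control limits plus 3 SD of those, cut at about 17% in these data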;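 further: 0% = plate median of compound wells and 100% = probe without SIAE protein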
Target sequence (Q9HAT2 whole entry, looked up): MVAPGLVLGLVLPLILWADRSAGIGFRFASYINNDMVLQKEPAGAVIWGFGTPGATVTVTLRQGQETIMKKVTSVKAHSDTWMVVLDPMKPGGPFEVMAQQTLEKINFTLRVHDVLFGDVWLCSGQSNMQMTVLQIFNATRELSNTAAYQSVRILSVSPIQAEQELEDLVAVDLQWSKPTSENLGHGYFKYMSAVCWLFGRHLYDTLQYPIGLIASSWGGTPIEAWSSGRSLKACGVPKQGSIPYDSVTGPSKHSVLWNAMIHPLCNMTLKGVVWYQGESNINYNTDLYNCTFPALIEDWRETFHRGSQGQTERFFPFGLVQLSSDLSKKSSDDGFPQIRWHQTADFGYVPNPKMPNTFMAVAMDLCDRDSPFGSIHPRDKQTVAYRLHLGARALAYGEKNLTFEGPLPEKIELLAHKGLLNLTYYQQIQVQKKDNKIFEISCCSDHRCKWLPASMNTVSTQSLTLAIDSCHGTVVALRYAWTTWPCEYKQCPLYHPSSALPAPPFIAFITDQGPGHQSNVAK
Starred values were filed as active, the others as inactive. Some of the compounds tested (hit frequency here may not be typical).

`COC(=O)c1cccc(NC(=O)Nc2ccc(Cl)cc2Cl)c1` gave MBD2 inh -5, mABHD4 FP -30, TCR-CD3 inh -7, HTRA1 inh -13, PRMT1 inh -1, LEDGF integ inh 1, GC-B act -4, rCAG RNA binder 5, TDP2 inh -30 and SIAE primary -7.
For CCCCOc1ccc(N=Cc2ccc[nH]2)cc1 the results were MBD2 inh 4, mABHD4 FP 1, TCR-CD3 inh -2, HTRA1 inh 5, PRMT1 inh 2, LEDGF integ inh -5, GC-B act -9, rCAG RNA binder -2, TDP2 inh -4 and SIAE primary 7.
Screening Cc1ccc(O)c(NC2=C(Cl)C(=O)N(Cc3ccccc3)C2=O)c1 returned MBD2 inh 5, mABHD4 FP 26, TCR-CD3 inh 0, HTRA1 inh -12, PRMT1 inh 24*, LEDGF integ inh 3, GC-B act -2, rCAG RNA binder 17, TDP2 inh -6 and SIAE primary 7.
For C=C(CC)C(=O)c1ccc(OCC(=O)O)c(Cl)c1Cl the results were MBD2 inh -1, mABHD4 FP 6, TCR-CD3 inh -3, HTRA1 inh -6, PRMT1 inh 8, LEDGF integ inh 3, GC-B act 8, rCAG RNA binder 13, TDP2 inh 18 and SIAE primary -2.
CCOC(=O)CSc1nnc(CSc2nc3ccccc3s2)n1C was read as MBD2 inh -4, mABHD4 FP -6, TCR-CD3 inh 1, HTRA1 inh -4, PRMT1 inh 1, LEDGF integ inh 0, GC-B act -10, rCAG RNA binder -7, TDP2 inh -1 and SIAE primary 1.
CCN(CC(=O)Nc1c(F)cccc1F)C(=O)CCCSc1nc2ccccc2[nH]1 was read as MBD2 inh 5, mABHD4 FP 0, TCR-CD3 inh -3, HTRA1 inh 6, PRMT1 inh 5, LEDGF integ inh -3, GC-B act -4, rCAG RNA binder 1, TDP2 inh 1 and SIAE primary 8.
`Cc1ccc(-c2cc(C(F)(F)F)n3nc(C(=O)N4CCN5CCCC5C4)cc3n2)cc1` (stereo unspecified) gave MBD2 inh -4, mABHD4 FP 4, TCR-CD3 inh 2, HTRA1 inh -9, PRMT1 inh 2, LEDGF integ inh 0, GC-B act 7, rCAG RNA binder -4, TDP2 inh -8 and SIAE primary -2.
`Cc1ccc(-n2nnc3c(=O)n(Cc4ccccc4C)cnc32)cc1` gave MBD2 inh 2, mABHD4 FP 1, TCR-CD3 inh 2, HTRA1 inh -1, PRMT1 inh 2, LEDGF integ inh -3, GC-B act 2, rCAG RNA binder 0, TDP2 inh 3 and SIAE primary -7.
For Cn1c2ccccc2c2ncn(Cc3ccco3)c(=O)c21 the results were MBD2 inh 2, mABHD4 FP 2, TCR-CD3 inh -4, HTRA1 inh 5, PRMT1 inh 6, LEDGF integ inh 0, GC-B act -6, rCAG RNA binder 0, TDP2 inh 18 and SIAE primary 5.
`COc1ccc(CNCc2ccccc2[N+](=O)[O-])cc1OC` gave MBD2 inh -7, mABHD4 FP 12, TCR-CD3 inh -2, HTRA1 inh 3, PRMT1 inh 3, LEDGF integ inh 7, GC-B act 3, rCAG RNA binder -2, TDP2 inh 11 and SIAE primary 5.
For CN(C)C(CNC(=O)CCCc1c[nH]c2ccccc12)c1ccco1 (stereo unspecified) the results were MBD2 inh -3, mABHD4 FP 9, TCR-CD3 inh -4, HTRA1 inh 1, PRMT1 inh -1, LEDGF integ inh 2, GC-B act -1, rCAG RNA binder -4, TDP2 inh -2 and SIAE primary 5.
Cc1cc(Br)ccc1NC(=O)c1ccc(-n2cncn2)c([N+](=O)[O-])c1 was read as MBD2 inh -7, mABHD4 FP 7, TCR-CD3 inh 8, HTRA1 inh 0, PRMT1 inh 4, LEDGF integ inh -1, GC-B act -4, rCAG RNA binder 1, TDP2 inh 15 and SIAE primary 5.
Screening COc1ccc(C(CNS(=O)(=O)c2ccc(NC(C)=O)c(OC)c2)N2CCCC2)cc1 (stereo unspecified) returned MBD2 inh 1, mABHD4 FP 3, TCR-CD3 inh -6, HTRA1 inh 2, PRMT1 inh 0, LEDGF integ inh 0, GC-B act 4, rCAG RNA binder 3, TDP2 inh 3 and SIAE primary -5.
For O=C(c1ccc2c(=O)n(C3CCCC3)c(=S)[nH]c2c1)N1CCc2ccccc21 the results were MBD2 inh -1, mABHD4 FP 0, TCR-CD3 inh 4, HTRA1 inh -2, PRMT1 inh -1, LEDGF integ inh 3, GC-B act 1, rCAG RNA binder 1, TDP2 inh 1 and SIAE primary 1.
Screening O=[N+]([O-])c1cccc(S(=O)(=O)N2CCC(c3nc(-c4ccncc4)no3)CC2)c1 returned MBD2 inh -4, mABHD4 FP -3, TCR-CD3 inh -8, HTRA1 inh 3, PRMT1 inh 0, LEDGF integ inh 1, GC-B act -4, rCAG RNA binder -1, TDP2 inh 1 and SIAE primary -1.

Next section, overlapping the part above by three compounds.
Screening COc1ccc(C(CNS(=O)(=O)c2ccc(NC(C)=O)c(OC)c2)N2CCCC2)cc1 (stereo unspecified) returned MBD2 inh 1, mABHD4 FP 3, TCR-CD3 inh -6, HTRA1 inh 2, PRMT1 inh 0, LEDGF integ inh 0, GC-B act 4, rCAG RNA binder 3, TDP2 inh 3 and SIAE primary -5.
For O=C(c1ccc2c(=O)n(C3CCCC3)c(=S)[nH]c2c1)N1CCc2ccccc21 the results were MBD2 inh -1, mABHD4 FP 0, TCR-CD3 inh 4, HTRA1 inh -2, PRMT1 inh -1, LEDGF integ inh 3, GC-B act 1, rCAG RNA binder 1, TDP2 inh 1 and SIAE primary 1.
Screening O=[N+]([O-])c1cccc(S(=O)(=O)N2CCC(c3nc(-c4ccncc4)no3)CC2)c1 returned MBD2 inh -4, mABHD4 FP -3, TCR-CD3 inh -8, HTRA1 inh 3, PRMT1 inh 0, LEDGF integ inh 1, GC-B act -4, rCAG RNA binder -1, TDP2 inh 1 and SIAE primary -1.
COc1ccccc1/C=N/Nc1nccnc1Cl was read as MBD2 inh 0, mABHD4 FP 4, TCR-CD3 inh -2, HTRA1 inh 2, PRMT1 inh 4, LEDGF integ inh -1, GC-B act 5, rCAG RNA binder -1, TDP2 inh -3 and SIAE primary 4.
COc1ccc(S(=O)(=O)NCc2cc(=O)n(C)c(=O)n2C)cc1C was read as MBD2 inh -2, mABHD4 FP 4, TCR-CD3 inh 8, HTRA1 inh 5, PRMT1 inh -2, LEDGF integ inh -3, GC-B act 1, rCAG RNA binder 0, TDP2 inh -12 and SIAE primary 0.
Screening O=C(Nc1cccc(C(=O)O)c1)/C(=C\c1ccco1)NC(=O)c1ccccc1 returned MBD2 inh -2, mABHD4 FP 4, TCR-CD3 inh 3, HTRA1 inh -4, PRMT1 inh 14, LEDGF integ inh 4, GC-B act 5, rCAG RNA binder 4, TDP2 inh 21 and SIAE primary 2.
CC(C)(C)OC(=O)NCC(=O)NCC(=O)OCc1ccccc1 was read as MBD2 inh 2, mABHD4 FP 0, TCR-CD3 inh 5, HTRA1 inh 1, PRMT1 inh -1, LEDGF integ inh -1, GC-B act -5, rCAG RNA binder -3, TDP2 inh 5 and SIAE primary -2.
For COC(=O)c1ccc(/C=C/C(=O)c2cccc(OC)c2)cc1 the results were MBD2 inh -3, mABHD4 FP -3, TCR-CD3 inh 8, HTRA1 inh -19, PRMT1 inh 5, LEDGF integ inh -1, GC-B act -10, rCAG RNA binder 1, TDP2 inh 1 and SIAE primary 5.
Screening COC(=O)c1c(-c2ccc(SC)cc2)sc2ccccc12 returned MBD2 inh -4, mABHD4 FP -4, TCR-CD3 inh 6, HTRA1 inh -25, PRMT1 inh -1, LEDGF integ inh 1, GC-B act -3, rCAG RNA binder 2, TDP2 inh -3 and SIAE primary -4.
`Cc1ccnc(NC(=O)CNC(=O)c2sc3ccccc3c2Cl)c1` gave MBD2 inh -5, mABHD4 FP 8, TCR-CD3 inh -2, HTRA1 inh 2, PRMT1 inh -2, LEDGF integ inh -2, GC-B act -3, rCAG RNA binder 5, TDP2 inh -1 and SIAE primary 11.
`O=C(Cc1ccccc1)NCCSC1CCCCC1` gave MBD2 inh 0, mABHD4 FP -3, TCR-CD3 inh 0, HTRA1 inh 0, PRMT1 inh -2, LEDGF integ inh 5, GC-B act 3, rCAG RNA binder -3, TDP2 inh -2 and SIAE primary 7.
`CC(CC(=O)N1CCc2ccccc21)n1cccn1` (stereo unspecified) gave MBD2 inh 8, mABHD4 FP -5, TCR-CD3 inh 0, HTRA1 inh 1, PRMT1 inh 8, LEDGF integ inh -7, GC-B act -1, rCAG RNA binder -2, TDP2 inh -13 and SIAE primary 1.
COc1cc(C(=O)NCCCc2ccccc2)cc(OC)c1OC was read as MBD2 inh -3, mABHD4 FP -3, TCR-CD3 inh 0, HTRA1 inh 0, PRMT1 inh 0, LEDGF integ inh 1, GC-B act -3, rCAG RNA binder -4, TDP2 inh 7 and SIAE primary 6.
CCC(C)NC(=O)C1CCCN1S(=O)(=O)c1ccc(Cl)cc1 (stereo unspecified) was read as MBD2 inh -4, mABHD4 FP -2, TCR-CD3 inh -7, HTRA1 inh -7, PRMT1 inh 0, LEDGF integ inh -6, GC-B act 4, rCAG RNA binder -3, TDP2 inh 3 and SIAE primary -3.
For Cc1cccc(NS(=O)(=O)c2cccc(C(=O)N3CCCCCC3)c2)c1 the results were MBD2 inh 10, mABHD4 FP -6, TCR-CD3 inh -7, HTRA1 inh -8, PRMT1 inh 3, LEDGF integ inh -3, GC-B act 0, rCAG RNA binder -6, TDP2 inh -3 and SIAE primary -4.
For Cc1ccc(NC(=S)NCCN(C2CCCCC2)C2CCCC2)cc1 the results were MBD2 inh 2, mABHD4 FP -3, TCR-CD3 inh -2, HTRA1 inh -2, PRMT1 inh 7, LEDGF integ inh 0, GC-B act 1, rCAG RNA binder -4, TDP2 inh -2 and SIAE primary 0.
Screening Cc1ccc(S(=O)(=O)c2nc(NCCCn3ccnc3)sc2Cl)cc1 returned MBD2 inh 1, mABHD4 FP 8, TCR-CD3 inh 2, HTRA1 inh -1, PRMT1 inh 1, LEDGF integ inh 0, GC-B act -3, rCAG RNA binder -1, TDP2 inh 2 and SIAE primary 6.
Screening O=C(O)c1ccc(-c2ccco2)n1Cc1ccccc1 returned MBD2 inh 4, mABHD4 FP 2, TCR-CD3 inh -4, HTRA1 inh 2, PRMT1 inh 29*, LEDGF integ inh 8, GC-B act -9, rCAG RNA binder 6, TDP2 inh 11 and SIAE primary -4.
Screening Cc1cccc(N2CCN(C(=O)C3COc4ccccc4O3)CC2)c1C (stereo unspecified) returned MBD2 inh 4, mABHD4 FP -1, TCR-CD3 inh -1, HTRA1 inh -18, PRMT1 inh 1, LEDGF integ inh -1, GC-B act 2, rCAG RNA binder -4, TDP2 inh 0 and SIAE primary -5.
`O=C(Nc1nnc(-c2ccc(F)cc2)o1)C1CCCN1S(=O)(=O)c1cccs1` (stereo unspecified) gave MBD2 inh 6, mABHD4 FP -3, TCR-CD3 inh -4, HTRA1 inh 4, PRMT1 inh 3, LEDGF integ inh 3, GC-B act -1, rCAG RNA binder 4, TDP2 inh -1 and SIAE primary 2.
COC(=O)CNC(=O)C12CC3(C)CC(C)(CC(C)(C3)C1)C2 was read as MBD2 inh 2, mABHD4 FP 0, TCR-CD3 inh 6, HTRA1 inh 3, PRMT1 inh -1, LEDGF integ inh 1, GC-B act -6, rCAG RNA binder -5, TDP2 inh -2 and SIAE primary 0.
